Source: PubChem
ABHD5 PLIN5 PPI – inhibitors of human ABHD5-perilipin-5 interaction; Q00G26+Q8WTS1; Split G. princeps luciferase complementation, luminescence, 4 h; inhibition, % at 4 µM; 360,000 compounds, 0.78% hits;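 active = inhibition above the mean inhibition across every tested compound plus 3 SD, cut at about 22% in these data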;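 note: 0% = DMSO only wells and the 100% control is not disclosed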
Target sequence (Q00G26 whole entry, looked up): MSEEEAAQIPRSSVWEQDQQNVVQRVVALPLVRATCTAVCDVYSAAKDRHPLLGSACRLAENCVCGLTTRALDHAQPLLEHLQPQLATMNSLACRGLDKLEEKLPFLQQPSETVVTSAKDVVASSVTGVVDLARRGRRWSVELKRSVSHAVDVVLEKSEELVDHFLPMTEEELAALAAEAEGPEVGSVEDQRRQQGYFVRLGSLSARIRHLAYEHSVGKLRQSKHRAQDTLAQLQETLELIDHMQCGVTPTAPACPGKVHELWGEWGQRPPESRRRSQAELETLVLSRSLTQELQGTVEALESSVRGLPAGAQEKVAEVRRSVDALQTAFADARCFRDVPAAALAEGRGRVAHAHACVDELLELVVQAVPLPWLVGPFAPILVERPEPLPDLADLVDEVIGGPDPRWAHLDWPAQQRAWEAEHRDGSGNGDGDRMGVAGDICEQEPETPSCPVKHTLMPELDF
Target sequence (Q8WTS1 whole entry, looked up): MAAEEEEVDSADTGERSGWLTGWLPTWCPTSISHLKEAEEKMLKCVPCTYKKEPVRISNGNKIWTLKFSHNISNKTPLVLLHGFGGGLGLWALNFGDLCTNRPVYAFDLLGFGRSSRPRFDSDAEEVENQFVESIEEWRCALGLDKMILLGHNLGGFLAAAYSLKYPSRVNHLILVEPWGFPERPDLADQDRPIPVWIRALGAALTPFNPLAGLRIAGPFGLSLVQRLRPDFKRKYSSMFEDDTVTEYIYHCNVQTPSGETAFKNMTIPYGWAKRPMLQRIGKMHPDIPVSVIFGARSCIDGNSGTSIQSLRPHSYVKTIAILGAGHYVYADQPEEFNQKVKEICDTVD
SRC1 inh – human NCOA1 inhibition. 360,000 compounds, 0.12% hits. HEK293 GAL4-SRC1 luciferase reporter, luminescence. inhibition, % at 3.6 µM. Q15788. AID 588354;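 active = inhibition above the campaign mean plus 3 SD, with each screening campaign given its own cutoff, cut at about 60% in these data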;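 note: 0% = DMSO treated cells and 100% = gossypol at 36 µM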
NR5A2 inv ag – inverse agonists of human LRH-1 (NR5A2); O00482; HEK293T StAR-luciferase reporter, LRH-1 transfected, 24 h; inhibition, % at 3.6 µM; 360,000 compounds, 0.13% hits;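 active = inhibition above the mean inhibition of all tested compounds plus 3 SD, cut at about 73% in these data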;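 note: 0% = DMSO wells and 100% = reporter-only cells lacking LRH-1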
LMP1 NFkB inh – reduces LMP1-driven NF-kappaB luciferase signal; LMP1-induced NF-kappaB luciferase reporter cells, luminescence; inhibition, % at 12.5 µM; 350,000 compounds, 0.69% hits; in the data active = inhibition above about 41%;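 note: 0% = neutral control wells and 100% = reference inhibitor control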
SRC2 inh – inhibits human steroid receptor coactivator 2; inhibition, % at 9 µM; Q15596; 370,000 compounds, 0.17% hits; HEK293 GAL4-SRC2 luciferase reporter, luminescence;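 active = inhibition above the mean inhibition of all tested compounds plus 3 SD, set per campaign, cut at about 52% in these data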;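 note: 0% = DMSO treated cells and 100% = cells given Gossypol at 36 µM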
MC4R barr agon – agonists of human melanocortin 4 receptor (MC4R) beta-arrestin | U2OS MC4R beta-arrestin complementation, luminescence; percent of melanotan II response, DMSO zero | activation, % at 8.9 µM | 360,000 compounds, 0.98% hits | AID 540308;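 active = activation above a per-plate cutoff, the mean activation of sample wells on that plate plus 3 SD, cut at about 8% in these data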
COUP-TFII inh – blocks human COUP-TFII nuclear receptor; P24468; HEK293T NGFI-A luciferase reporter, luminescence; inhibition, % at 8.6 µM; 370,000 compounds, 0.7% hits;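 active = inhibition above a per-plate cutoff, mean inhibition of test wells between control levels plus 3 SD, cut at about 38% in these data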;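 note: cells cotransfected with COUP-TFII expression vector driving the NGFI-A reporter; 0% = median of COUP-TF2 test wells and 100% = reporter-only cells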
NCOA3 inh – inhibits human SRC3 coactivator. 360,000 compounds, 0.17% hits. HEK293 GAL4-SRC3 luciferase reporter, luminescence. Q9Y6Q9. inhibition, % at 3.6 µM. AID 588352;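 active = inhibition above a per-campaign cutoff, the mean of all compounds plus 3 SD, cut at about 60% in these data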;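 note: 0% = DMSO-treated cells and 100% = gossypol-treated cells at 36 µM; higher means less SRC3-driven luciferase light from the GAL4 reporter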
NOD2 RIPK2 PPI – inhibitors of human NOD2-RIPK2 interaction. AID 624267. O43353. 360,000 compounds, 0.38% hits. CHO BLA complementation NOD2-RIPK2, CCF4 ratio. inhibition, % at 4.98 µM; in the data active = inhibition above about 21%;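 note: 0% = vehicle only and 100% = reference blocker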
MC4R antag cAMP – blocks human MC4R cAMP signaling; inhibition, % at 6.5 µM; P32245; MC4R-expressing cells, MTII-stimulated cAMP, LANCE TR-FRET; AID 540295; 360,000 compounds, 0.48% hits;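 active = inhibition above its plate's cutoff, the mean of tested wells on that plate plus 3 SD, cut at about 29% in these data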;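 note: 0% = Melanotan II alone and 100% = Melanotan II plus saturating MCL0020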
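System: U2OS cells stably expressing human melanocortin 4 receptor (MC4R). Reagent: Melanotan II challenge after compound preincubation. Doses: 6.5 µM. Times: 30-min compound, 1-h challenge, 1-h detection, room temperature. Measured by: TR-FRET with Eu-cAMP and labeled anti-cAMP, 671 nm. Replicates: singlicate.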
TLR9-MyD88 block – blocks human TLR9 binding to MyD88; AID 504734; CHO BLA complementation TLR9-MyD88, CCF4 FRET ratio; Q9NR96+Q99836; inhibition, % at 4.98 µM; 340,000 compounds, 0.21% hits;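 active = inhibition above the mean over all tested compounds plus 3 SD, cut at about 21% in these data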;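 note: 0% = DMSO only wells and 100% = clavulanate BLA inhibitor control wells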
The depositor's hits bear a star; x = no result given. Some of the compounds tested, so the mix of outcomes need not match the whole.

ABHD5 PLIN5 PPI	SRC1 inh	NR5A2 inv ag	LMP1 NFkB inh	SRC2 inh	molecule	MC4R barr agon	COUP-TFII inh	NCOA3 inh	NOD2 RIPK2 PPI	MC4R antag cAMP	TLR9-MyD88 block
-5	11	-14	4	2	COc1ccc(S(=O)(=O)N(C)CC(=O)Nc2c(F)cccc2F)cc1	1.9	1	13	0	-12	-5
-7	-16	11	11	-12	Cc1noc(C)c1S(=O)(=O)N1CCC(C(=O)N2CCN(c3ccc(Cl)cc3)CC2)CC1	0.1	20	-1	5	2	1
-12	-7	3	17	-45	COc1ccc(CNC(=O)c2ccc(N3CCC4(CC3)CC(c3ccc(Cl)cc3)=NO4)c(NC(=O)c3ccccc3)c2)cc1	-2.0	-17	-6	4	4	-6
-13	12	-1	x	11	OC(Cc1cccc(Br)c1)c1ncc(-c2ccccc2C(F)(F)F)[nH]1 (stereo not given)	-2.3	10	-7	-5	18	x
-4	-52	-66	2	-42	Cc1cc(NC(=O)COc2ccc(Cl)cc2Cl)n(CCC#N)n1	-1.5	-28	-54	6	6	-10
-12	-5	-9	-3	-16	COc1ccc(CCN2CN(S(=O)(=O)c3ccccc3)c3nc4ccccc4nc32)cc1	-0.2	-12	2	2	2	-7
-7	-12	-7	-2	-15	CCN1C(=O)C(=O)N(CC(=O)NC(C)CCc2ccccc2)C1=O (stereo not given)	-2.3	-23	7	1	1	4
9	12	-24	3	28	N#Cc1nc(Cc2cccc3ccccc23)oc1NCCCn1ccnc1	0.5	1	10	3	6	-6
-4	4	8	7	10	CCOC(=O)N1CCC(NC(=O)C2=CCN(S(=O)(=O)c3ccc(OC)cc3)CC2)CC1	1.4	-13	0	0	23	0
5	0	-4	1	-2	COc1ccc(C(=O)NC(=O)COC(=O)C2CC2C)cc1 (stereo not given)	-2.4	-25	-3	-11	5	1
-13	1	-26	-1	-4	COc1ccccc1Nc1nc(-c2sc(NC(=O)CC(C)C)nc2C)cs1	-0.7	11	-1	-6	5	-3
-6	3	2	5	-1	CCCCN1C(=O)C(CC(=O)NCCc2ccccn2)CC(C(=O)N2CCOCC2)=C1C (stereo not given)	-1.5	-5	-5	4	-1	5
-2	-10	6	-1	-29	O=C1CCC(=O)N1OCCCCOc1ccccc1	-1.7	-11	-8	-17	5	-6
-7	-6	2	4	-28	Cn1c(C(=O)O)c(C=O)c2ccccc21	-0.7	15	4	-11	9	0
9	-11	2	-9	-22	CC1=C(C(=O)N2CCN(C(=O)c3ccco3)CC2)C2(CCC(C)CC2)OC1=O (stereo not given)	-1.0	-3	2	10	5	0

ABHD5 PLIN5 PPI	SRC1 inh	NR5A2 inv ag	LMP1 NFkB inh	SRC2 inh	molecule	MC4R barr agon	COUP-TFII inh	NCOA3 inh	NOD2 RIPK2 PPI	MC4R antag cAMP	TLR9-MyD88 block
-1	-12	22	52*	11	CCOC(=O)c1c(C)[nH]c(C(=O)N/N=C\c2ccccc2O)c1C	-4.0	-30	45	2	-14	3
-15	3	3	-1	-15	O=C(CCSc1ccc(Cl)cc1)N1CCN(S(=O)(=O)c2ccccc2)CC1	1.6	17	4	-3	0	-5
-1	-5	-2	-5	-7	CC1(C)NC(=O)N(CCOc2ccc3c(c2)CCC3)C1=O	-1.0	-10	-20	4	-2	4
-9	-86	-85	0	x	Cc1ccsc1C1NC(=O)c2c(sc3c2CCCC3)N1 (stereo not given)	2.0	x	-48	5	4	1
-10	-18	-35	-32	-22	Cc1nc(Nc2ccc(S(N)(=O)=O)cc2)sc1-c1ccccc1	-1.6	-7	-26	1	22	-3
-4	13	3	-3	3	N#Cc1ccccc1NC(=O)CN1CCN(Cc2ccccc2)CC1	-0.5	1	-9	7	2	-11
15	1	0	-4	-4	O=c1oc2ccc(NS(=O)(=O)c3cccc4cccnc34)cc2s1	-0.9	15	-8	-1	21	-2
-1	1	2	-1	-20	COc1ccc([N+](=O)[O-])cc1NC(=O)C(C)OC(=O)C1CC(=O)N(Cc2ccco2)C1 (stereo not given)	-1.6	-1	20	-5	13	2
2	-20	14	7	-13	CCC(c1nnnn1Cc1ccccc1)N(Cc1cc2cc(OC)ccc2[nH]c1=O)CC1CCCO1 (stereo not given)	-3.4	8	1	-2	1	0
3	-11	18	-12	5	COc1ccc(C)cc1-n1c(SCC(=O)Nc2cc(C)on2)nc2sc(C)c(C)c2c1=O	-1.3	11	-4	1	6	-3
1	-4	-26	5	-6	O=C(c1ccccc1Br)N1CCC(c2nc3ccccc3s2)CC1	-1.0	5	-13	-6	0	4
7	-11	8	6	8	COc1ccc(/C=N/NC(=O)c2cc(-c3cccn3C)n[nH]2)cc1OC	-2.5	12	-4	-1	-6	-7
0	-7	-1	-34	-5	COc1ccccc1N(CC(=O)N/N=C/c1ccccc1C(=O)O)S(C)(=O)=O	-1.3	-18	14	-2	10	2
14	0	8	-1	-9	Cc1ccc(CNC(=O)CCS(=O)(=O)c2cc(Br)cc3c2N(C(=O)C2CC2)CC3)o1	1.1	11	-4	1	3	-8
-5	1	4	4	-3	CCOC(=O)c1ccc(NC(=O)Cn2nnc(-c3ccc(F)cc3)n2)cc1	3.4	10	5	-5	12	2

ABHD5 PLIN5 PPI	SRC1 inh	NR5A2 inv ag	LMP1 NFkB inh	SRC2 inh	molecule	MC4R barr agon	COUP-TFII inh	NCOA3 inh	NOD2 RIPK2 PPI	MC4R antag cAMP	TLR9-MyD88 block
-4	-10	-1	0	-15	O=S(=O)(Nc1cccc(-c2ccc3nncn3n2)c1)c1cccs1	-0.6	-7	6	-5	-1	-9
-2	12	-9	-4	-52	CCn1c(C)nnc1SCC(=O)Nc1nccs1	0.4	5	10	-3	9	11
2	-41	36	-7	-15	O=C(CN1CCN(S(=O)(=O)c2ccccc2)CC1)Nc1ccccc1Cl	-0.4	2	-34	-10	0	-5
-2	2	4	-2	-1	O=C(COc1ccccc1F)NCc1ccc(-n2cccc2)cc1	-1.7	8	0	12	4	-5
4	0	2	x	8	CC(C)N1CCN(C(=O)c2ccc([N+](=O)[O-])cc2)CC1	-0.5	25	13	5	-3	x
-1	11	-33	-4	-10	CCC(C)NC(=O)c1cc2c(=O)n3ccccc3nc2s1 (stereo not given)	1.6	5	-22	1	14	0
-5	-11	-1	5	x	Cc1cc(C)n2nc3nc(N4CCCC4)nc(-c4ccccc4)c3c2n1	-1.2	x	2	-4	-5	0
-4	-2	11	-2	-12	O=C1C(c2ccc(F)cc2)N(Cc2ccc3c(c2)OCO3)C(=O)CN1C1CCCC1 (stereo not given)	1.3	4	8	0	22	0
-3	-2	16	-8	3	N#Cc1ccc(COC(=O)c2ccc(N3CCCC3)c([N+](=O)[O-])c2)cc1	-0.8	14	8	-15	0	0
0	-3	1	1	-16	Oc1c(Cl)cc(Cl)cc1CNn1cnnc1	-1.8	-12	0	7	-9	2
-7	-2	-14	-4	8	Cc1ccc(S(=O)(=O)Nc2nc(C)cc(-n3nc(C)cc3C)n2)cc1	-1.0	2	-2	0	14	-4
-3	-4	-17	3	-9	CCOc1cc(N2CCOCC2)c(OCC)cc1NC(=O)c1ccc(OC)c(S(=O)(=O)N2CCOCC2)c1	-2.7	3	-4	1	0	-2
3	-15	4	-2	29	O=C(NN=Cc1ccccc1)C(Oc1ccccc1)c1ccccc1 (stereo not given)	5.6	-23	-4	-6	3	-4
2	-6	8	-10	11	CC(C)C(=O)Nc1nnc(SCC(=O)N2c3ccccc3CC2C)s1 (stereo not given)	-0.7	8	10	-3	0	1
1	-7	-1	6	4	CCC(CC)C(=O)c1c[nH]c(C(=O)NCc2ccccc2)c1	-1.7	6	0	-3	4	-7

ABHD5 PLIN5 PPI	SRC1 inh	NR5A2 inv ag	LMP1 NFkB inh	SRC2 inh	molecule	MC4R barr agon	COUP-TFII inh	NCOA3 inh	NOD2 RIPK2 PPI	MC4R antag cAMP	TLR9-MyD88 block
2	-2	6	-2	-1	COc1ccc(NC(=O)C2CCCN2C(=O)OC(C)(C)C)cc1 (stereo not given)	-3.1	-13	-6	-4	-1	-7
-3	-5	18	22	3	COc1ccccc1C(=O)N1CCN(c2cccc(C(F)(F)F)c2)CC1	1.5	6	1	8	11	-2
-10	-18	5	6	13	O=C(NCc1cccnc1)c1nc(-c2ccc(C(F)(F)F)cc2)no1	-1.8	4	-2	2	10	-3
1	3	-17	2	11	Cc1cccc(OCCC(=O)Nc2cc(S(=O)(=O)N3CCCCC3)ccc2N2CCOCC2)c1	-0.5	10	-8	-3	17	-3
0	-3	-3	-2	-14	COc1ccc(CNC(=O)C(c2ccc(C)o2)N(Cc2cccs2)C(=O)Cc2cccs2)cc1 (stereo not given)	-2.3	12	23	7	3	-1

Entries shown so far that contain a thiophene ring, fused or not (five):
ABHD5 PLIN5 PPI	SRC1 inh	NR5A2 inv ag	LMP1 NFkB inh	SRC2 inh	molecule	MC4R barr agon	COUP-TFII inh	NCOA3 inh	NOD2 RIPK2 PPI	MC4R antag cAMP	TLR9-MyD88 block
-9	-86	-85	0	x	Cc1ccsc1C1NC(=O)c2c(sc3c2CCCC3)N1 (stereo not given)	2.0	x	-48	5	4	1
3	-11	18	-12	5	COc1ccc(C)cc1-n1c(SCC(=O)Nc2cc(C)on2)nc2sc(C)c(C)c2c1=O	-1.3	11	-4	1	6	-3
-4	-10	-1	0	-15	O=S(=O)(Nc1cccc(-c2ccc3nncn3n2)c1)c1cccs1	-0.6	-7	6	-5	-1	-9
-1	11	-33	-4	-10	CCC(C)NC(=O)c1cc2c(=O)n3ccccc3nc2s1 (stereo not given)	1.6	5	-22	1	14	0
0	-3	-3	-2	-14	COc1ccc(CNC(=O)C(c2ccc(C)o2)N(Cc2cccs2)C(=O)Cc2cccs2)cc1 (stereo not given)	-2.3	12	23	7	3	-1
